LYP inhibition – inhibitors of LYP phosphatase, biochemical, fluorescence intensity, uHTS (AID 1779) | recombinant LYP phosphatase, fluorescence intensity; higher % means a stronger effect | inhibition, % at 11.5 µM, or IC50 in µM where a hit was titrated | actives 0.054% (n = 290,000); in the data active means inhibition above about 50%;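 further: plate controls were vehicle with enzyme for no effect and no enzyme for full effect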
Siah-1 displacement – Siah-1 peptide-binding antagonists, primary screen, biochemical, fluorescence polarization, rhodamine-plectin, uHTS (AID 1817); Siah-1 / rhodamine-plectin peptide fluorescence polarization; higher % means a stronger effect; displacement, % at 20 µM; hits with a dose series show IC50 in µM; actives 0.02% (n = 290,000);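 active means displacement of at least 50% at 20 µM, with a fluorescence ratio check between 0.3 and a set limit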;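 further: plate controls were Siah plus tracer with DMSO for no effect and tracer alone without Siah for full effect; strong numbers were not always called active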
AID2073 – disruptors of CaV2.2 binding to Mint1 – biochemical, HTRF (AID 2073) | HTRF protein-protein interaction, Mint1-CaV2.2; higher % means a stronger effect | inhibition, % at 20 µM; hits with a dose series show IC50 in µM | actives 0.19% (n = 290,000); in the data active means inhibition mostly above about 51%, no sharp cut-off; further: some results filed as inactive read as strong as hits
* marks the source's active call; other numbers are inactive results. A portion of the library. The share of hits here may be higher or lower than overall.

SMILES | LYP inhibition | Siah-1 displacement | AID2073
Cc1ccc(NC(=O)CSc2nnc(CNC(=O)c3ccccc3F)o2)cc1Cl | -10% | 2% | 41%
Cc1ccc(CNC(=O)N2CCN(S(=O)(=O)c3ccccc3)CC2)cc1 | -5% | 2% | -3%
COc1ccccc1CCC(=O)Oc1ccc(C#N)cc1OC | -12% | 11% | 1%
COc1ccccc1CNC(=S)NCc1ccc(F)cc1 | -2% | -1% | 3%
Cc1nn(CC(=O)Nc2ccc(N3CCOCC3)cc2)c(C)c1Br | 4% | 2% | 0%
CC(=O)c1ccc(S(=O)(=O)N2CCC(c3nnc(SCCN4CCCC4)n3C)CC2)cc1 | -2% | -5% | -1%
O=C(Nc1cccc(C(F)(F)F)c1)Nc1ccon1 | -8% | -1% | 12%
O=C(NCCCC1CCCC1)C1CCC(=O)N(Cc2ccccc2F)C1 (configuration not stated) | -14% | -6% | 7%
CCCCCCn1c(N2CCCC2)nc2c1c(=O)[nH]c(=O)n2C | -3% | 1% | 9%
COc1ccccc1C(=O)Nc1ccccc1N1CCN(C(=O)c2ccc(Cl)cc2)CC1 | 12% | 2% | 12%
CCOc1ccc(S(=O)(=O)NCCC(=O)N2CCC(Cc3ccccc3)CC2)cc1 | -4% | -1% | 9%
CC1CCN(C(=O)c2cccc(NC(=O)c3cccs3)c2)CC1 | -4% | -3% | 9%
COc1ccc(C(=O)CC(=O)C(=O)Nc2cccc(C(C)=O)c2)cc1 | -8% | -4% | 6%
CC1CCCN(C2=C(NS(=O)(=O)c3ccc(Br)cc3)C(=O)c3ccccc3C2=O)C1 (configuration not stated) | 2% | -1% | 14%
COc1cccc(OC)c1NC(=O)Cn1nc(-c2ccc3c(c2)OCCO3)ccc1=O | -4% | 2% | -4%
NC(=O)c1ccc(C(=O)N/N=C(/Cc2ccccc2)c2ccccc2)cc1 | -1% | -7% | 9%
Fc1ccc(/C=N\Nc2cccc(F)c2)cc1 | -8% | 11% | -4%
Cc1ccc(CNC(=O)C2CCCN2C(=O)Nc2cccc(Cl)c2)cc1 (configuration not stated) | -5% | 2% | 7%
COc1ccccc1NC(=O)C1CCCN1S(=O)(=O)c1ccc(Cl)cc1 (configuration not stated) | -3% | -3% | 4%
COc1ccc(S(=O)(=O)NCc2cc(=O)n(C)c(=O)n2C)cc1C | -7% | 5% | 0%
C1=CC(c2cc3ccccc3o2)OC(CCc2ccccc2)C1 (configuration not stated) | -14% | -1% | -1%
CCOCCCNC(=O)c1cn(C)c2ccc(S(=O)(=O)N3CCCC3)cc2c1=O | -10% | -3% | -2%
COc1ccc(S(=O)(=O)CC(=O)Nc2nnc(C(F)(F)F)s2)cc1 | -6% | 0% | -4%
CCn1c(C(=O)O)c(CC(=O)N(C)c2ccc(OC)cc2OC)c2ccccc21 | -4% | 1% | 5%
CC(=O)c1ccc(N2CCN(c3ccc4cc(S(=O)(=O)N5CCC(C)CC5)ccc4n3)CC2)cc1 | -6% | 25% | 0%
COc1cccc(NC(=O)[C@H](NC(=O)[C@@H]2Cc3ccccc3CN2)c2ccccc2)c1 | -9% | -2% | 6%
O=C1Nc2ccc(Br)cc2C1=C1CCCCC1 | -5% | 5% | -5%
CCOC(=O)C1(C)NC(c2cccc(C)c2)C2C(=O)N(c3ccccc3)C(=O)C21 (configuration not stated) | -13% | 0% | 12%
Cc1cc(C(=O)Nc2ccc(S(=O)(=O)N3CCOCC3)cc2)ccc1[N+](=O)[O-] | -10% | 3% | 20%
COc1cc(/C=N/NC(=O)c2ccc3c(c2)OCCO3)cc(Cl)c1O | -7% | 1% | 30%
COc1ccc(Cc2nnc(NC(=O)Nc3ccc(C)cc3)s2)cc1OC | -6% | 12% | 44%
CC(=O)c1cccc(NC(=O)CCC(=O)Oc2ccc(C)cc2)c1 | -6% | 11% | 8%
CCN1CCC(N2CCN(c3ccc(Cl)cc3)CC2)CC1 | -11% | 7% | -2%
Cc1cc2c(SCC(=O)NC3CCCC3)ncnc2s1 | -5% | 5% | 13%
O=C(CN1CCN(c2ccc(F)cc2)CC1)Nc1ccc2c(c1)OCCO2 | -9% | -3% | 1%
Cc1ccc(NC(=O)CN2C(=O)CC(C)S(=O)(=O)c3ccccc32)cc1 (configuration not stated) | -8% | 3% | -12%
COc1ccc(Cl)cc1C(=O)N1CCN(Cc2ccc3c(c2)OCO3)CC1 | -12% | -2% | 8%
NS(=O)(=O)c1ccc(CCNC(=O)Cn2c(=O)c3cccn3c3cccnc32)cc1 | -8% | -1% | 9%
CC1(C(=O)Nc2ccc3c(c2)OCO3)CC1(Cl)Cl (configuration not stated) | -9% | 3% | 5%
COc1cc(C(=O)NCC2CCCCC2)cc(OC)c1OC | -6% | 9% | 9%

Complete entries, looked up by structure. Screens in order: LYP inhibition | Siah-1 displacement | AID2073
`Cc1ccc(NC(=O)CSc2nnc(CNC(=O)c3ccccc3F)o2)cc1Cl` reads -10% | 2% | 41%
`O=C(Nc1cccc(C(F)(F)F)c1)Nc1ccon1` reads -8% | -1% | 12%
`Cc1ccc(NC(=O)CN2C(=O)CC(C)S(=O)(=O)c3ccccc32)cc1` (configuration not stated) reads -8% | 3% | -12%
`CCCCCCn1c(N2CCCC2)nc2c1c(=O)[nH]c(=O)n2C` reads -3% | 1% | 9%

Molecules listed so far that contain a CF3 group (two):
SMILES | LYP inhibition | Siah-1 displacement | AID2073
O=C(Nc1cccc(C(F)(F)F)c1)Nc1ccon1 | -8% | -1% | 12%
COc1ccc(S(=O)(=O)CC(=O)Nc2nnc(C(F)(F)F)s2)cc1 | -6% | 0% | -4%

In the list so far, two have a thiophene ring, fused or not.
SMILES | LYP inhibition | Siah-1 displacement | AID2073
CC1CCN(C(=O)c2cccc(NC(=O)c3cccs3)c2)CC1 | -4% | -3% | 9%
Cc1cc2c(SCC(=O)NC3CCCC3)ncnc2s1 | -5% | 5% | 13%

The listing continues.
SMILES | LYP inhibition | Siah-1 displacement | AID2073
CCn1c(SCC(=O)NC(C)C(C)C)nc2cc(S(=O)(=O)N3CCOCC3)ccc21 (configuration not stated) | -10% | -3% | -5%
CC(C)c1ccc(/C=N/NC(=O)c2nnn(-c3nonc3N)c2CN(C)C2CCCCC2)cc1 | -13% | 14% | 4%
COc1cc2c(cc1OC)C(c1ccccc1F)NCC2 (configuration not stated) | -1% | 1% | -4%
O=C(O)C/C(=C\c1ccc2c(c1)OCO2)c1nc2ccccc2s1 | 1% | 2% | 8%
CSc1ccc(C(c2c(C)[nH][nH]c2=O)c2c(C)[nH][nH]c2=O)cc1 | -7% | -3% | 7%
CC(=O)Nc1cccc(C(=O)NCCc2ccco2)c1 | -13% | 1% | 10%
CNC(=O)c1ccccc1Nc1ccc(SC(F)F)cc1 | -7% | 2% | 13%
CCOCCCN(C)C1CCN(C(=O)c2oc3ccccc3c2NC(=O)c2cccc([N+](=O)[O-])c2)CC1 | -11% | -2% | -1%
O=C(CSc1nc2ccccc2c(=O)[nH]1)Nc1ccccc1O | -2% | 3% | -9%
COc1cccc(NC(=O)c2cccnn2)c1 | -14% | 1% | 2%
COc1ccccc1CC(=O)N(Cc1ccccc1)c1ccc(C)cc1 | -6% | 17% | 17%
O=C(NCc1nc(-c2ccc(Cl)cc2)no1)c1ccc2c(c1)OCO2 | -4% | 15% | -5%
COc1cc(C(=O)NCCOc2ccccc2C)cc(OC)c1OC | -5% | -6% | 17%
COc1ccc(-c2noc(CN(C(=O)c3ccc4c(c3)OCO4)C(C)C)n2)cc1 | -11% | -5% | 4%
COCc1ccc(C(=O)N2CCCC(N(C)CCc3ccc(OC)c(OC)c3)C2)s1 (configuration not stated) | -9% | -1% | 7%
CCc1ccc(/C=N/NC(=O)c2nnn(-c3nonc3N)c2CN2CCc3ccccc32)cc1 | 5% | 6% | 18%
COc1ccc(NC(=O)CN(c2ccc(OC)c(Cl)c2)S(=O)(=O)c2ccccc2)cc1 | 0% | 0% | 16%
COc1ccc(S(=O)(=O)N2CCCCC2)cc1NC(=O)C1CSC2(C)CCC(=O)N12 (configuration not stated) | -8% | -4% | 6%
O=C(Nc1ccc(Cl)cc1)c1cncs1 | 0% | 2% | 11%
O=C(c1ccnc(Cl)c1)N1CCCC(N2CCN(c3ccccc3F)CC2)C1 (configuration not stated) | -6% | -3% | 14%

Reprinted at random: 2 compounds from above, in no set order.
SMILES | LYP inhibition | Siah-1 displacement | AID2073
CNC(=O)c1ccccc1Nc1ccc(SC(F)F)cc1 | -7% | 2% | 13%
COc1cc2c(cc1OC)C(c1ccccc1F)NCC2 (configuration not stated) | -1% | 1% | -4%

More structures.
SMILES | LYP inhibition | Siah-1 displacement | AID2073
C=CCn1cc(C(=O)NCCOC)c(=O)c2cc(S(=O)(=O)N3CCCCCC3)ccc21 | -7% | 2% | -2%
COc1ccc(NC(=O)c2cc3ccccc3[nH]2)cc1 | 2% | -1% | 0%
Cc1cc(NC(=O)COc2ccccc2C)ccc1NC(=O)c1ccco1 | -12% | 12% | 1%
C=CCn1c(=O)c(C(=O)NC(C)c2ccccc2)c(O)c2ccccc21 (configuration not stated) | -6% | 10% | 7%
Cc1[nH]c2ccccc2c1C(=O)C(=O)N1CC(C)OC(C)C1 (configuration not stated) | -9% | 4% | 13%
O=C(O)c1cc(Br)ccc1NS(=O)(=O)c1cccc2nsnc12 | -1% | 6% | -1%
CCCCC(=O)Nc1ccccc1N1CCN(c2ccc(F)cc2)CC1 | -10% | -6% | -2%
COc1ccc(CN2CCNC(=O)C2CC(=O)N(C)Cc2nccs2)cc1OC (configuration not stated) | -10% | 3% | -11%
Cc1cc(=O)oc2cc(OCC(=O)N3CCN(C(=O)C4COc5ccccc5O4)CC3)ccc12 (configuration not stated) | -5% | 2% | 6%
O=C(Cn1c(=O)[nH]c2ccccc2c1=O)N1CCN(Cc2ccc3c(c2)OCO3)CC1 | -10% | 0% | -6%
O=C(CN(C(=O)c1csnn1)c1ccccc1C(F)(F)F)NCc1ccccc1 | -5% | -1% | 0%
COc1ccc(C2CC(=O)NC(=O)C2)cc1 | -8% | -2% | 21%
Cn1c(SCC(=O)Nc2ccccc2F)nnc1C1CCCCC1 | -4% | 2% | 5%
O=C1CNC(=O)N1 | -9% | 0% | 13%
Cc1ccc(NC(=O)COc2ccc(/C=C3/NC(=O)NC3=O)cc2)cc1 | -11% | -4% | 17%
CN(C)S(=O)(=O)c1ccc2c(c1)C(=NNC(N)=O)c1cc(S(=O)(=O)N(C)C)ccc1-2 | -2% | -2% | 14%
Cc1cc(NC(=O)CCC(=O)N(c2ccccc2F)C(C(=O)NC2CCCC2)c2ccccc2)no1 (configuration not stated) | -4% | -3% | 10%
CCCn1c(CCNc2nc(-c3ccc(Cl)c([N+](=O)[O-])c3)cs2)nc2cc(Cl)c(Cl)cc21 | -7% | 1% | -2%
COc1cccc(/C=C/C(=O)c2ccc3c(c2)OCCO3)c1OC | -6% | 9% | 7%
CCS(=O)(=O)N1CCN(S(=O)(=O)c2ccc3c(c2)OCCO3)CC1 | -2% | -4% | 10%
Cc1nn(C(C)C(=O)NCCN2CCCC2)c(=O)c2c1sc1ccccc12 (configuration not stated) | -12% | 3% | 20%
O=C(c1ccc(CS(=O)c2ccccc2Cl)o1)N1CCOCC1 (configuration not stated) | -10% | 4% | 3%
COc1ccc(C(=O)C2CCCN(S(=O)(=O)c3cccc(C)c3)C2)c(C)c1 (configuration not stated) | -5% | 0% | 8%
O=C(NNC(=O)c1ccc(F)cc1F)c1ccc(-n2cnnn2)cc1 | -10% | 3% | 2%
C/C(CC(=O)Nc1ccc2c(c1)OCCO2)=N\NC(=O)c1ccccc1Cl | -5% | 2% | -5%
COc1cc(C(=O)NNC(=O)C2CCCC2)cc(OC)c1OC | -12% | 1% | 0%
O=C(CN1C(=O)NC2(CCCC2)C1=O)Nc1ccc(F)c([N+](=O)[O-])c1 | -2% | 0% | -1%
CCn1ncc(Br)c1C(=O)Nc1ccc(-c2ccno2)cc1 | -4% | 4% | 10%
COc1ccc(OC)c(CCNC(=O)c2nn(C)c3c2CS(=O)(=O)c2ccccc2-3)c1 | -11% | 1% | 0%
O=C(O)CSc1cn(Cc2ccccc2)c2ccccc12 | -8% | -1% | 12%
Cc1ccc(SCC(=O)O/N=C(\N)c2ccncc2)cc1 | -7% | 4% | 10%
COc1ccccc1C(=O)N/C(=C\c1cn(S(=O)(=O)N(C)C)c2ccccc12)C(=O)N1CCCC1 | -4% | 11% | -3%
Cn1c(=O)n(C)c2cc(NC(=O)COc3ccc(F)cc3F)ccc21 | -6% | 5% | 12%
COCCNC(=O)c1ccc(CN2CCC(Cc3ccccc3)CC2)cc1 | -6% | 4% | 12%
Cc1c(CN2CCN(CC(C)(C)C)C(CCO)C2)[nH]c2ccccc12 (configuration not stated) | -8% | 0% | -4%
Cc1ccc(CCNC(=O)c2ccc(CS(=O)(=O)c3ccccc3C)o2)cc1 | -9% | 0% | 8%
CCCc1nnc(NC(=O)C2CCN(C(=O)c3ccco3)CC2)s1 | -9% | 1% | -6%
Cc1ccc(OCC(=O)Nc2ccc(S(=O)(=O)N3CCOCC3)cc2)c(Br)c1 | -5% | -4% | 3%
COc1ccc(C2=NS(=O)(=O)N(C)C(C(=O)NCc3ccccc3)=C2)cc1OC | -3% | 12% | 8%
O=S(=O)(c1ccc2nc(N3CCN(c4ccc(F)cc4)CC3)ccc2c1)N1CCCCC1 | -2% | -4% | 41%
O=C(Nc1cccc(Cl)c1)c1cc(S(=O)(=O)N2CCOCC2)cs1 | -5% | 7% | 13%
CCN(C(=O)Cc1c(C(=O)O)n(C)c2ccccc12)c1cc(OC)ccc1OC | -4% | 3% | 5%

Screening data from PubChem.
